# Bioassay records from PubChem BioAssay.
# Mdm2-MdmX inh: inhibitors of human Mdm2-MdmX association, primary screen, cell-based, luminescence, split luciferase, SaOS-2, uHTS | actives 3% (n = 330,000) | Protein Mdm4 (Homo sapiens) + E3 ubiquitin-protein ligase Mdm2 (Homo sapiens), … | SaOS-2 split-luciferase Mdm2/MdmX complementation | inhibition, % at 8 µM;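 active = inhibition of at least 50% at 8 µM in the primary screen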
# UPR CHOP act: activators of apoptotic CHOP UPR arm, primary screen, cell-based, CHO-CHOP luciferase reporter, luminescence, uHTS. activation, % at 10 µM. AID 449763, 2010. UPR activation; percent of tunicamycin response over DMSO baseline. actives 0.34% (n = 330,000);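 active = at 10 µM dose, activation of 40% or more, normalized to positive control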;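 note: 100% = tunicamycin at 10 µg/mL and 0% = DMSO alone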
#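 Test system: CHO CHOP reporter cells. Input: 500 CHO-CHOP cells per well. Medium: F12 with 10% FBS. Technique: luciferase luminescence. Measure: percent activation relative to tunicamycin control. Dosing: 10 µM compound, 0.5% DMSO. Timing: 16-18 h cell attachment, then 6 h compound exposure, 37 °C.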
# TIM10 inh: growth inhibitors of isogenic TIM10 control yeast, primary screen, counter-screen for tim10-1 yeast inhibitor project, luminescence, uHTS. S. cerevisiae TIM10 strain growth, BacTiter-Glo luminescence, 24 h. inhibition, % at 10 µM. actives 1.4% (n = 330,000). AID 463195, 2010;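 active = inhibition of 40% or more at the single tested concentration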;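 note: wild-type TIM10 isogenic control strain grown at permissive 25 °C; 0% = DMSO yeast wells and 100% = minimal medium wells without yeast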
# XBP1 UPR activ: activators of adaptive XBP1 UPR arm, primary screen, cell-based, CHO-XBP1 luciferase reporter, luminescence, uHTS; IRE1-XBP1 UPR activation; percent of tunicamycin response, DMSO as zero; activation, % at 20 µM; actives 0.33% (n = 330,000); AID 463104, 2010;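 active = versus positive control, 20 µM dose yields 30% or more activation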;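 note: 100% = tunicamycin at 10 µg/mL and 0% = DMSO only wells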
#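 Material: IRE1-XBP1 luciferase reporter CHO line / Quantity: one thousand reporter cells per well / Buffer or medium: F12 with 10% serum / Compound: 20 µM single concentration, DMSO 1% / Times: 6 h treatment, 37 °C / Detection: Steady-Glo luciferase glow luminescence, 10 min after reagent addition / Benchmarks: tunicamycin high, DMSO low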
# APJ antag: antagonists of human apelin receptor APJ, primary screen, CHO-K1 cells, beta-arrestin complementation, luminescence; actives 0.32% (n = 330,000); inhibition, % at 20 µM; P35414; AID 2521, 2010;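 active = inhibition above about 40% at 20 µM, limit read from the data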;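 note: cells challenged with 10 nM apelin-13 agonist together with compound; plate controls were apelin-13 plus DMSO wells for no effect and DMSO wells lacking apelin-13 for full effect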
# Target sequence (P35414 whole entry, looked up): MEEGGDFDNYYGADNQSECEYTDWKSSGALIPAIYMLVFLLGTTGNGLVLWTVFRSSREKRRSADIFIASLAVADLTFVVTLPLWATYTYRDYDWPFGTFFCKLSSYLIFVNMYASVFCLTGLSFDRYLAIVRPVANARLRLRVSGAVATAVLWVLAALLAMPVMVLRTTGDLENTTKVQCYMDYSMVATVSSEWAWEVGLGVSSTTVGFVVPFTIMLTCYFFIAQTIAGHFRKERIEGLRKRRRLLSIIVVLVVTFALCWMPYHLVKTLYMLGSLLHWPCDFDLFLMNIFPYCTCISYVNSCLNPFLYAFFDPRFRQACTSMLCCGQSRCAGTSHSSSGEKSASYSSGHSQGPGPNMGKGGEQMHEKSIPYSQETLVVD
# tim23-1 inh: growth inhibitors of tim23-1 mutant yeast, primary screen, luminescence, uHTS. inhibition, % at 20 µM. actives 1.3% (n = 330,000). S. cerevisiae tim23-1 growth, BacTiter-Glo luminescence, 24 h;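 active = growth inhibition of the mutant yeast at or above 50%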;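 note: temperature-sensitive mutant grown at 25 °C; plate controls were DMSO-treated mutant yeast for no effect and medium wells lacking yeast for full effect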
# tim10-1 inh: growth inhibitors of tim10-1 mutant yeast, primary screen, luminescence, uHTS | S. cerevisiae tim10-1 ts strain growth, BacTiter-Glo, 24 h | inhibition, % at 20 µM | actives 2.2% (n = 330,000) | AID 463190, 2010;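 active = inhibition of at least 40%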;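 note: mutant grown at 25 °C; 0% = DMSO wells with yeast and 100% = wells holding no yeast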
# CXCR6 block: CXCR6 receptor inhibitors, primary screen, cell-based, beta-arrestin, luminescence, CHO-K1 PathHunter, 1536-well; actives 0.36% (n = 360,000); inhibition, % at 20 µM; C-X-C chemokine receptor type 6 (Homo sapiens), O00574; in the data active = inhibition above about 34%, passing the limit was not always enough;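 note: antagonist mode with CXCL16 agonist at 10 nM final; 0% = 10 nM CXCL16 with DMSO and 100% = unstimulated wells without agonist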
# Target sequence (O00574 whole entry, looked up): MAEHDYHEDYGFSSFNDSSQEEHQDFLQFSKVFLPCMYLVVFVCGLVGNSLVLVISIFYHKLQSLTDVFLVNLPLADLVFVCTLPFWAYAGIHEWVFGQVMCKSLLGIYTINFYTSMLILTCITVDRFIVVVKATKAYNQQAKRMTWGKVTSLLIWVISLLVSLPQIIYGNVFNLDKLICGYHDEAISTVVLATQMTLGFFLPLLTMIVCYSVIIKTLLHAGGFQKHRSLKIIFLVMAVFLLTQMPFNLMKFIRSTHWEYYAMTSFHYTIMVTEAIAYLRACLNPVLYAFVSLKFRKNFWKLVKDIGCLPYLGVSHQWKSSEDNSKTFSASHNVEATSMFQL
# APJ ag: agonists of human apelin receptor APJ, primary screen, CHO-K1 cells, PathHunter beta-arrestin, luminescence; activation, % at 20 µM; 0% DMSO wells, 100% apelin; actives 0.11% (n = 330,000); P35414;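 active = activation more than six SD over the plate average, tested at 20 µM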;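 note: 0% = DMSO alone and 100% = apelin-13 at 10 nM; some results filed as inactive read as strong as hits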
#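 assay system = CHO-K1 APJ beta-arrestin complementation cell line | input = cell density 1000 per well | dosing = compound 20 µM once, DMSO 1% | timing = compound 90 min 25 °C, reagent 1 h | measured by = luminescence from split beta-galactosidase complementation, Galacton Star/Emerald II substrate | read-out basis = APJ agonist activity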
# Starred values were filed as active, the others as inactive; x = not tested or not shown.
SMILES	Mdm2-MdmX inh	UPR CHOP act	TIM10 inh	XBP1 UPR activ	APJ antag	tim23-1 inh	tim10-1 inh	CXCR6 block	APJ ag
O=C(c1ccc2c(=O)n(Cc3ccco3)c(=S)[nH]c2c1)N1CCN(Cc2ccccc2)CC1	17	6.9	7	1	16	2	22	6	-3
CCN(CC)CCC(c1cc(OC)c(OC)c(OC)c1)c1c(OC)cc(OC)c2c(C)cc(=O)oc12 (stereo not given)	28	0.6	-3	2	2	6	5	-3	-6
NC(=O)c1ccc(NC(=O)COC(=O)CC23CC4CC(CC(Br)(C4)C2)C3)cc1	7	0.5	-10	-1	7	4	3	-6	-1
c1cncc(-c2nnc(-c3ccco3)o2)c1	22	3.4	5	1	21	19	11	6	-1
CSc1nnc(-c2cccc(C)c2)n1N	2	-2.5	-19	0	-14	-2	-1	-2	-5
Nc1n[nH]c2c1C1(CCCC1)Cc1ccccc1-2	27	-2.0	10	24	12	13	21	-4	-1
Cc1cc(-c2csc(N)n2)c(C)n1-c1ccccc1	9	1.2	1	7	-11	1	14	-4	5
COc1ccc(-c2nnc(SCC(=O)Oc3ccc(C)cc3)o2)cc1	-14	-1.6	89*	-2	2	53*	91*	0	4
Cn1ccnc1C(O)(c1ccccc1)c1nccn1C	0	2.2	-6	0	-24	7	-2	8	-3
CCOC(=O)C1CCC(CNCc2ccccc2C)CC1 (stereo not given)	-3	-1.8	-7	5	9	3	13	-5	-2
COc1ccc(C)cc1NC(=O)c1ccc(N(C)S(C)(=O)=O)cc1	-3	-1.1	19	2	22	18	12	4	1
CC(NC(=O)CN1C(=O)c2ccccc2C1=O)c1ccccc1 (stereo not given)	-10	-1.0	5	-4	-6	9	2	-6	-6
CCn1c(SCC(=O)OC)nnc1-c1ccccc1	17	-0.7	-6	-2	11	3	-6	0	0
CC(C)N1CCc2c(sc(NC(=O)c3nc4ccccc4s3)c2C(N)=O)C1	14	-3.3	44*	1	6	42	-11	9	-1
CC(C)(C)OC(=O)NCCCCCNC(=O)c1[nH]cnc1C(=O)N[C@@H](CCCCNC(=O)OC(C)(C)C)C(=O)OC(C)(C)C	13	-1.0	13	-4	-10	4	0	6	-4
CN(CCCN1CCOCC1)C(=O)c1cc(COc2c(F)cccc2F)on1	12	0.3	-7	-7	-7	7	7	8	7
Cc1occc1C(=O)n1cnc2ccccc21	17	-1.6	5	-2	4	-9	3	x	-2
CCc1cc(-c2n[nH]c(=S)n2CC(C)C)cs1	0	-1.1	13	-2	-9	38	24	-3	4
COc1ccc(C(C)(C)C)cc1NC(=O)c1ccccc1-n1cnnn1	0	-0.4	-1	-2	-3	10	2	2	-1
CC(C)(C)OC(=O)N1Cc2ccccc2C[C@H]1C(=O)NCC(=O)NC1CCCC1	16	-0.3	-6	5	17	-7	-13	4	-2
O=C(Nc1ccc(Cn2cccn2)cc1)c1ccc(COc2ccc(Br)cc2)cc1	19	-0.1	3	0	9	0	2	2	1
O=C(c1ccc(S(=O)(=O)Nc2ccccc2)cc1)N1CCCCCCC1	3	0.1	4	-3	6	4	8	-10	-2
COc1ccc(/C=C/C(=O)N2CCN(c3ccccc3)CC2)cc1S(=O)(=O)N1CCOCC1	25	0.5	14	7	1	7	5	-11	-4
Cc1ccccc1OCC(=O)Nc1nnc(COc2ccccc2)s1	-9	2.5	1	-3	6	11	5	4	-7
O=C(Nc1cccc(Cl)c1Cl)C1CCN(C(=O)c2cccs2)CC1	13	0.5	-15	-1	-10	9	5	-12	1
COc1ccc2oc(C(=O)N3CCN(C(=O)c4ccco4)CC3)c(C)c2c1	12	0.7	11	-2	22	23	19	-11	-3
COc1ccccc1NNC(=O)c1cccnc1Oc1ccccc1	17	0.8	6	0	18	17	15	2	-3
Cc1cccc(CN2CCCC(C(=O)c3ccc4c5c(cccc35)CC4)C2)n1 (stereo not given)	31	-0.6	21	-2	-17	15	22	-2	-2
CC(C)c1ccc(COC(=O)CN2C(=O)NC3(CCCCC3C)C2=O)cc1 (stereo not given)	6	0.2	15	-2	-30	37	32	-4	-4
C#CCOCCOCCOCCNc1nc(N2CCN(C(=O)Cn3cc(CCCN=C(N)N)nn3)CC2)nc(N2CCN(C(=O)[C@H](CCCCN)n3cc(CCCC)nn3)CC2)n1	-3	2.1	-4	1	28	14	6	3	-2

# Later entries:
# Order of results – Mdm2-MdmX inh | UPR CHOP act | TIM10 inh | XBP1 UPR activ | APJ antag | tim23-1 inh | tim10-1 inh | CXCR6 block | APJ ag
O=C(CC1SC(=O)NC1=O)Nc1ccc(Cl)cc1 (stereo not given)
    -26 | -2.9 | 33 | 5 | 18 | 19 | 37 | 4 | -4
COC(=O)Oc1ccc(/C=N/NC(=O)CN(c2ccccc2Br)S(C)(=O)=O)cc1OC
    23 | -1.4 | 9 | 1 | -5 | 10 | 16 | 1 | -5
CC(=O)c1sc(NC(=O)c2ccc(C)c(C)c2)nc1C
    -196 | 1.0 | 3 | 2 | 12 | -5 | 9 | 7 | -4
CCCc1noc(-c2ccc(-c3ccccc3)cc2)n1
    -156 | 6.1 | 10 | 1 | -1 | 20 | 17 | 1 | 4
O=C(O)Cc1ccc(NS(=O)(=O)c2c(Cl)cccc2Cl)cc1
    -20 | -1.3 | 2 | -2 | -19 | -2 | 4 | -4 | 1
O=C(Nc1nnc(CCc2ccccc2)s1)c1cccs1
    -39 | 3.8 | -15 | 2 | -23 | -5 | 2 | 2 | -2
COc1cccc(C(=O)N2CCC(n3nccc3NC(=O)CCOc3ccccc3)CC2)c1
    -3 | -0.9 | 8 | -3 | 11 | 10 | -6 | -1 | -4
CCC1=C(OC(=O)N(CC)CC)N2C(=O)OC(=NCC3CC3)[C@]2(Cc2ccccc2)[C@H]2C1=CC[C@H]1C(=O)N(C)C(=O)[C@H]12
    14 | -0.6 | 11 | 0 | 9 | 19 | 11 | 8 | -1
COc1cccc(C(=O)Nc2ccc(C(=O)O)cc2)c1
    6 | 2.6 | 2 | 1 | 3 | 2 | 6 | -5 | 0
Cc1ccc(OCC(=O)O/N=C(\N)Cc2ccc(Cl)cc2)cc1
    -10 | -0.8 | 78* | 2 | 8 | 42 | 59* | 3 | -1
O=C(COC(=O)c1ccc(Br)o1)NC12CC3CC(CC(C3)C1)C2
    16 | -1.0 | 26 | 0 | -8 | 47 | 5 | -4 | -2
CN1C(=O)C(C(=O)NC(C)(C)C)C2c3ccccc3OC13CCCCC23 (stereo not given)
    10 | -1.9 | 18 | -2 | 27 | 22 | 39 | 0 | -2
O=C(O)C(Oc1ccc2c(-c3ccccc3)cc(=O)oc2c1)c1ccccc1 (stereo not given)
    -7 | 0.7 | 12 | 0 | 13 | -10 | 13 | 0 | -5
O=C(CCc1ccccc1)NCc1cccnc1
    0 | 2.8 | 15 | 0 | 6 | 7 | 10 | -9 | 0
COC(=O)c1c(C)[nH]c(C=O)c1-c1ccccc1
    -8 | 5.5 | 15 | 4 | -1 | 6 | 12 | -6 | -4
O=C(O)CC1C(=O)NCCN1C/C=C/c1ccccc1 (stereo not given)
    13 | -3.5 | 0 | 1 | -49 | -2 | -2 | 3 | -1
O=C1NC2(CCCCCC2)Oc2ccccc21
    6 | 0.1 | 7 | 2 | 9 | 6 | 16 | 0 | -3
O=S(=O)(Nc1ccccc1O)c1ccc(-c2ccccc2)cc1
    22 | 0.4 | 17 | 1 | -5 | -1 | -22 | -3 | -2
CCC(=O)Nc1cccc(C(=O)/C=C/c2ccccc2)c1
    95* | 11 | 20 | 5 | -2 | 34 | 42* | 15 | -4
CC(C)(CN1CCN(c2ccccc2)CC1)NS(=O)(=O)c1ccccc1
    -8 | 0.2 | 2 | 1 | -1 | 12 | 12 | 8 | -6
O=C(O)c1ccc(Cl)c(S(=O)(=O)Nc2ccc(OCc3ccccc3)cc2)c1
    -9 | 3.4 | 12 | 2 | 7 | 11 | -15 | 7 | -2
CCC/C=C(\CCC)C(NC(=O)CCc1ccccc1)c1ccc(C(F)(F)F)cc1 (stereo not given)
    1 | 0.9 | 23 | -1 | 15 | 24 | 21 | x | -2
O=C(COc1ccccc1F)Nc1ccc(S(=O)(=O)N2CCCC2)cc1
    -17 | -0.7 | 44* | -3 | -11 | 29 | 50* | 7 | 1
O=S(=O)(c1ccccc1)N1CCN=C1SCc1ccccc1
    3 | -2.6 | 15 | 5 | 2 | 14 | 7 | 4 | -4
Cc1cnc(NS(=O)(=O)c2ccccc2)c(C)n1
    -28 | 0.1 | 6 | 3 | 8 | 10 | -12 | -6 | -2
Nc1ccc2nc(SCC(=O)N3CCN(c4ccccc4)CC3)sc2c1
    14 | 3.0 | -3 | 1 | 7 | -9 | -7 | -5 | 0
COC(=O)Cc1ccc(OCC(=O)Nc2ccc(OC(F)(F)F)cc2)cc1
    -1 | 2.0 | 15 | -1 | 9 | 22 | 14 | -9 | 0

# Fetched by structure from the list above, 7 records:
# Order of results – Mdm2-MdmX inh | UPR CHOP act | TIM10 inh | XBP1 UPR activ | APJ antag | tim23-1 inh | tim10-1 inh | CXCR6 block | APJ ag
C#CCOCCOCCOCCNc1nc(N2CCN(C(=O)Cn3cc(CCCN=C(N)N)nn3)CC2)nc(N2CCN(C(=O)[C@H](CCCCN)n3cc(CCCC)nn3)CC2)n1
    -3 | 2.1 | -4 | 1 | 28 | 14 | 6 | 3 | -2
Cc1cc(-c2csc(N)n2)c(C)n1-c1ccccc1
    9 | 1.2 | 1 | 7 | -11 | 1 | 14 | -4 | 5
O=C(Nc1cccc(Cl)c1Cl)C1CCN(C(=O)c2cccs2)CC1
    13 | 0.5 | -15 | -1 | -10 | 9 | 5 | -12 | 1
COC(=O)Cc1ccc(OCC(=O)Nc2ccc(OC(F)(F)F)cc2)cc1
    -1 | 2.0 | 15 | -1 | 9 | 22 | 14 | -9 | 0
CCN(CC)CCC(c1cc(OC)c(OC)c(OC)c1)c1c(OC)cc(OC)c2c(C)cc(=O)oc12 (stereo not given)
    28 | 0.6 | -3 | 2 | 2 | 6 | 5 | -3 | -6
O=C(CC1SC(=O)NC1=O)Nc1ccc(Cl)cc1 (stereo not given)
    -26 | -2.9 | 33 | 5 | 18 | 19 | 37 | 4 | -4
Nc1ccc2nc(SCC(=O)N3CCN(c4ccccc4)CC3)sc2c1
    14 | 3.0 | -3 | 1 | 7 | -9 | -7 | -5 | 0

# A portion of the library; the hit share may differ from the screen's.
